LDHA block: LDHA (human) enzyme inhibition | AID 1347041 | activity change, % (values are at about 110 or 230 µM) | 0.15% of 480,000 active | purified LDHA, NADH/diaphorase-resazurin fluorescence; hits give low values | P00338; in the data active means activity change below about -30%; inconclusive means mostly about -25% to -30%;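 further: plate controls were DMSO wells for no effect and wells without enzyme for full effect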
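LDH5 2 nM; NADH 0.06 mM, pyruvate 0.2 mM; 200 mM Tris pH 7.4, EDTA, Tween-20; 5 min RT. Detection: diaphorase 0.133 mg/mL + resazurin 37 µM, fluorescence ex540/em590 at 0 and 20 min; normalized to enzyme-free and DMSO wells.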
Starred values were filed as active, the others as inactive; ? = inconclusive. Not all compounds are listed. The share of hits here may be higher or lower than overall.

molecule | LDHA block
COc1ccccc1N(CCC#N)C(=O)CSc1ncnc2sc3c(c12)CCC3 | 4
COc1ccc(CCNC(=O)CN(c2cc(C(F)(F)F)ccc2Cl)S(C)(=O)=O)cc1OC | -7
CC(=O)Oc1ccc2c(C)c(CC(=O)NC3CCS(=O)(=O)C3)c(=O)oc2c1 (configuration not stated) | -2
CCn1nc(C(=O)Nc2cccc(F)c2)c2ccccc2c1=O | 4
CCCCCNC(=O)C(c1ccc(-c2ccccc2)cc1)n1c(=O)c(-c2ccccc2)nc2ccccc21 (configuration not stated) | -2
Oc1ccc(/C=C/c2c(F)cccc2F)c2cccnc12 | -3
N#CC1=C(N)OC2=C(C1c1cccnc1)S(=O)(=O)N(Cc1ccccc1)c1ccccc12 (configuration not stated) | -8
CC(C)CCn1c(=O)n(CC(=O)O)c(=O)c2c3c(sc21)COC(C)(C)C3 | 6
O=C1CCCC2=C1C(c1ccc(Br)cc1)c1c([nH]n(-c3ccccc3)c1=O)N2 (configuration not stated) | 4
CCCc1c(C)c2ccc(OCC(=O)c3ccccc3)cc2oc1=O | -7
O=C(Cc1n[nH]c(=O)c2ccccc12)NC(c1ccccc1)C1CC1 (configuration not stated) | -7
Cc1c(CC(=O)Nc2nc3ccccc3[nH]2)c(=O)oc2cc(O)ccc12 | 1
CC(C)CNC(=O)CN1CCN(Cc2nc3ccccc3o2)CC1 | 8
O=C(O)/C=C/c1ccccc1Cl | -2
Cc1cccc(C(C)C)c1NC(=O)c1ccc2c(c1)CCC2 | 5

Carrying on.
molecule | LDHA block
COc1ccc(NC(C)=O)cc1S(=O)(=O)NC(c1ccc(F)cc1)c1cccs1 (configuration not stated) | 7
O=C(NCc1ccccc1)C1CCN(c2nc(-c3ccc(Br)cc3)cs2)CC1 | -9
Brc1ccc(-c2csc(NC3CC3)n2)cc1 | -11
CN(C)C(CNC(=O)c1nn(C)c(=O)c2ccccc12)c1cccs1 (configuration not stated) | -7
Cc1ccc(CNC(=O)CSc2nc3cc([N+](=O)[O-])ccc3o2)cc1 | 2
CC(C)(C)N1C(=O)c2ccccc2NC(=O)C1C(=O)NCCOc1ccccc1 (configuration not stated) | -5
COc1ccccc1N1CC(C(=O)NCCNC(=O)c2cn(C)c3ccccc23)CC1=O (configuration not stated) | 3
CN1CCC(N(C)C(=O)c2nn(-c3ccccc3)c(=O)c3ccccc23)CC1 | -1
O=C(CCCc1ccccc1)NCC1CCCO1 (configuration not stated) | 2
FC(F)(F)CN1CCN(c2nc(-c3cccnc3)nc3ccccc23)CC1 | 3
CCN(C(C)C(=O)Nc1ccc(C)cc1)S(=O)(=O)c1cccc2cc(C)cnc12 (configuration not stated) | 3
O=C(CCc1c[nH]c2ccccc12)Nc1cccc(Cl)c1 | -1
Cc1cnc2c(S(=O)(=O)NCC(C)(C)N3CCOCC3)cccc2c1 | 2
CCNC(=S)N/N=C(/C)c1ccccc1Br | -10
COC(=O)/C=C/c1cc(OC)c(OC)c(S(=O)(=O)Oc2ccc3c(c2)CCC3)c1 | 8

Other records follow.
molecule | LDHA block
COCCn1c(C(=O)NCc2ccccn2)nc2ccccc2c1=O | 11
Cc1ccc(S(=O)(=O)Nc2nc3ccccc3nc2N2CCCCC2)cc1 | -6
COCCN1C(=O)c2ccccc2C(C(=O)Nc2cccc(OC)c2)C12CCCC2 (configuration not stated) | 10
CCOc1ccc(C(CC(=O)Nc2ccc(CC)cc2)N2Cc3ccccc3C2=O)cc1OC (configuration not stated) | 0
COc1ccccc1C1CC(=O)N(c2cccc(F)c2)C2=C1C(=O)OC2 (configuration not stated) | 2
O=C1CC(c2cccc(Br)c2)c2cc(Br)c3ccccc3c2N1 (configuration not stated) | 6
COc1ccc(CNc2oc(/C=C/c3ccc(F)cc3)nc2C#N)cc1 | 1
CC(N)(CO)c1cccc(C(F)(F)F)c1 (configuration not stated) | 0
Cc1ccc(NC(=O)CSc2nc3c(=O)[nH]cnc3n2C)cc1F | -19
C=CC[N+]1(CC#Cc2ccc(C#CC[N+]3(CC=C)CCOCC3)cc2)CCOCC1 | 7
O=c1c2ccc(Cl)cc2nc2n1CC/C2=C/c1cccc(O)c1 | ?
CC(C)c1cc(=O)oc2cc(OS(=O)(=O)c3ccc4c(c3)OCCO4)ccc12 | 7
O=C(CCC1NC(=O)c2ccccc2NC1=O)NC1CCCCCC1 (configuration not stated) | -15
COP(=O)(OC)c1nc(Cc2cccc3ccccc23)oc1NCc1ccc2c(c1)OCO2 | 9
CCOCCCNCc1cccc(Cl)c1 | 0

(more compounds)
molecule | LDHA block
CC1C(OC(=O)c2ccc(CS(C)(=O)=O)cc2)CC2CC1C2(C)C (configuration not stated) | 15
O=C(O)CC12CC3CC(CC(Cl)(C3)C1)C2 | -15
COc1cccc(-c2nc3nc(C)cc(C)n3c2NCc2ccccc2)c1 | -2
COc1ccc2cnn(CC(=O)Nc3cc(F)ccc3F)c(=O)c2c1OC | 16
COc1ccc(C(CNC(=O)CN2CCN(C(C)=O)CC2)c2c[nH]c3ccccc23)cc1 (configuration not stated) | -1
Cc1ccc(OCCOC(=O)C2COc3ccccc3O2)cc1 (configuration not stated) | 13
O=C(O)c1cnc(Cl)c(Cl)c1 | 7
CCc1ccc(CN(C)C(=O)CN2CCN(c3ccc([N+](=O)[O-])c4cnccc34)CC2)cc1 | 34
Cc1c(C(=O)OC(C)C#N)oc2c1ccc1ccccc12 (configuration not stated) | 24
O=C(NN1CCN(C(c2ccccc2)c2ccccc2)CC1)c1ccc(F)cc1Cl | -2
CC1(C)CC2CC(C)(CN2/C=C/C(=O)C(F)(F)F)C1 (configuration not stated) | 2
CNC(=O)c1ccc(-c2nc(CN3CCN(C(=O)Nc4cccc(Cl)c4)CC3)c(C)o2)cc1 | 6
O=c1[nH]nc2c3ccccc3occ1-2 | 2
O=C(Cn1nc(N2CCN(c3ccccc3)CC2)ccc1=O)Nc1ccc(F)c(Cl)c1 | 5
O=C(Nc1ccccc1Br)C1CC2CCCC(C1)C2=O (configuration not stated) | 7

(more compounds)
molecule | LDHA block
Nc1ncnc2c1ncn2[C@@H]1O[C@H](CN[S+](=O)([O-])NC(=O)c2cccc(-c3noc(-c4ccccc4F)n3)c2)[C@@H](O)[C@H]1O | -2
COC(=O)[C@@]1(Sc2ccc(OC)cc2)CC(=O)N[C@@H]1c1ccccc1 | 0
Cn1nc(C(=O)NCc2ccc(Cl)cc2Cl)c2ccccc2c1=O | 9
CN1CCN(c2oc(-c3cccc(Cl)c3)nc2C#N)CC1 | 5
CCN(CC)C(=O)CSc1nc(-c2ccc(OC)cc2)nc2c1COC(C)(C)C2 | 2
COc1ccccc1N1CCN(C(=O)CCn2cnc3ccccc3c2=O)CC1 | -2
COCCN(CCOC)C(=O)COc1cc2oc(=O)cc(C)c2cc1Cl | 4
O=C(CCc1ncc(-c2ccccc2)o1)NC1CCS(=O)(=O)C1 (configuration not stated) | -16
CCCCn1nc(C(=O)N2CCCC2c2ccc3c(c2)OCCO3)c2ccccc2c1=O (configuration not stated) | -15
Cc1ccc(Nc2nc(N)c(C(=O)C(C)C)s2)c(C)c1 | 9
O=C(Nc1c(-c2cc(=O)oc3ccc(Cl)cc23)oc2ccccc12)C1CC1 | -1
N#Cc1ccc(NS(N)(=O)=O)cc1 | 2
NCCC(=O)N1CCCC1 | 10
CCN(CC)S(=O)(=O)c1ccc(N(C)C)c(NS(=O)(=O)c2cc(C)ccc2C)c1 | -7
Cc1ccc(C(=O)OC(C)C(=O)NC(=O)NC2CCCCC2)c(O)c1 (configuration not stated) | -1

By substructure: those above with an NH in an aromatic ring
molecule | LDHA block
O=C1CCCC2=C1C(c1ccc(Br)cc1)c1c([nH]n(-c3ccccc3)c1=O)N2 (configuration not stated) | 4
O=C(Cc1n[nH]c(=O)c2ccccc12)NC(c1ccccc1)C1CC1 (configuration not stated) | -7
Cc1c(CC(=O)Nc2nc3ccccc3[nH]2)c(=O)oc2cc(O)ccc12 | 1
O=C(CCc1c[nH]c2ccccc12)Nc1cccc(Cl)c1 | -1
Cc1ccc(NC(=O)CSc2nc3c(=O)[nH]cnc3n2C)cc1F | -19
COc1ccc(C(CNC(=O)CN2CCN(C(C)=O)CC2)c2c[nH]c3ccccc23)cc1 (configuration not stated) | -1
O=c1[nH]nc2c3ccccc3occ1-2 | 2

Further compounds follow.
> CCCCCCCn1c(SCCC(=O)O)nc2c1c(=O)[nH]c(=O)n2C
  LDHA block: -1

> O=C(CCc1c[nH]c2ccccc12)N1CC=C(c2ccccc2)CC1
  LDHA block: 5

> Cc1ccc(Cl)cc1N1CCN(C(=O)CNC(=O)NCc2ccc(F)cc2)CC1
  LDHA block: 9

> C=CCSc1ccccc1NC(=O)c1sccc1C
  LDHA block: 12

> COc1ccc(CC(=O)NC(C)c2ccco2)cc1 (configuration not stated)
  LDHA block: -6

> CCCCNC(=O)c1c(-c2ccccc2)nnc2ccccc12
  LDHA block: 4

> O=C(Cn1ccc2ccc(Br)cc21)NCCCO
  LDHA block: 0

> CC(OC(=O)C1=COCCO1)C(=O)Nc1ccc(N2CCOCC2)cc1 (configuration not stated)
  LDHA block: -2

> COc1cc(/C=C/C(=O)c2ccccc2OC)ccc1OC(F)F
  LDHA block: 7

> CCOc1ccccc1NC(=O)Cc1c[nH]c2ccccc12
  LDHA block: -1

> CN(Cc1ccc2ccccc2c1)C(=O)CN(C)c1ncnc2nc[nH]c12
  LDHA block: 15

> O=C(NCc1cccnc1)c1cc(-c2ccncc2)nc2ccccc12
  LDHA block: -12

> O=C(CSCc1cccs1)NCC1CC1
  LDHA block: 11

> O=C(CCc1nnc2ccc(NCc3ccco3)nn12)Nc1cccnc1
  LDHA block: -3

> CCOc1ccccc1-n1nnnc1SCc1nc2ccccc2[nH]1
  LDHA block: -4

Five compounds picked at random from the list so far, as already listed:
> O=c1[nH]nc2c3ccccc3occ1-2
  LDHA block: 2

> CCc1ccc(CN(C)C(=O)CN2CCN(c3ccc([N+](=O)[O-])c4cnccc34)CC2)cc1
  LDHA block: 34

> CCOc1ccc(C(CC(=O)Nc2ccc(CC)cc2)N2Cc3ccccc3C2=O)cc1OC (configuration not stated)
  LDHA block: 0

> CCN(C(C)C(=O)Nc1ccc(C)cc1)S(=O)(=O)c1cccc2cc(C)cnc12 (configuration not stated)
  LDHA block: 3

> O=C(CSCc1cccs1)NCC1CC1
  LDHA block: 11

Next part.
> O=C(COC(=O)COc1ccc(C2SCCCS2)cc1)Nc1c(F)cccc1F
  LDHA block: 0

> CCCCC(=O)Nc1oc2c(C)cccc2c(=O)c1-c1ccccc1
  LDHA block: -5

> O=C(CSc1ncc(-c2ccc(F)cc2)o1)NC(=O)c1ccccc1
  LDHA block: 3

> COc1cccc(OC)c1C(=O)Nc1ccc2oc(-c3ccncc3)nc2c1
  LDHA block: 2

> CC1CC(C)CN(C(=O)c2ccc(C(C)(C)C)cc2)C1 (configuration not stated)
  LDHA block: 8

> CCCCCCn1nc(C(=O)OCC#N)c2ccccc2c1=O
  LDHA block: 4

> NC(=NCc1ccccc1)NCc1ccc(F)cc1
  LDHA block: 6

> CCOC(=O)c1c(C)[nH]c(C(=O)C(C)OC(=O)c2cccc(O)c2)c1C (configuration not stated)
  LDHA block: 0

> CN(CC(=O)N1CCN(CC(=O)Nc2cccc(F)c2)CC1)Cc1cnn(-c2ccccc2)c1
  LDHA block: 2

> COc1ccc(C2=Nc3ccccc3N(C(=O)c3ccc(C(F)(F)F)cc3)C2C(=O)Nc2c(C)cccc2C)cc1 (configuration not stated)
  LDHA block: -12

> Nc1nc(Cl)nc(NCc2ccccc2)c1[N+](=O)[O-]
  LDHA block: 0

> N#Cc1cccnc1SCc1cccc(C(F)(F)F)c1
  LDHA block: 5

> O=C(/C=C/c1ccc(OCc2ccccc2)cc1)c1ccc(N2CCOCC2)cc1
  LDHA block: 2

> Cc1csc(-c2nc3ccccc3n2C(C(=O)NC(C)(C)C)c2cc3ccccc3o2)c1 (configuration not stated)
  LDHA block: 10

> CC(C)(C)NC(=S)N1CCn2cccc2C1c1ccccc1F (configuration not stated)
  LDHA block: 12

> O=C(CSc1nccn1-c1cccc(C(F)(F)F)c1)Nc1cccc(F)c1
  LDHA block: 11

> COc1cccc(Cn2c(C(C)n3c(-c4cnccn4)nc4ccccc43)nc3ccccc32)c1 (configuration not stated)
  LDHA block: -7

> CCOc1cc(CNCC2CCCO2)ccc1OCc1ccccc1 (configuration not stated)
  LDHA block: 3

> Cc1nc2cc(-c3ccccc3)nn2c(C)c1CC(=O)NCCc1ccccc1
  LDHA block: 0

> COC(=O)c1cccc(NC(=O)CN2CCN(c3oc(-c4ccco4)nc3C#N)CC2)c1
  LDHA block: -14

> Cc1ccc(C(CNC(=O)c2ccco2)N2CCC(C)CC2)o1 (configuration not stated)
  LDHA block: 3

> CCNC(=S)NNC(=O)c1ccc(C(C)C)cc1
  LDHA block: 2

> Cc1ccc(-n2cnc3sc4c(c3c2=O)CCC4)cc1
  LDHA block: 1

> CC(C)Oc1ccccc1-c1cc(C(=O)O)c2ccccc2n1
  LDHA block: -3

> CCc1ccccc1NC(=O)CN(C)C(=O)c1cc2ccc(F)cc2nc1C
  LDHA block: 0

> Cc1ccc(S(=O)(=O)N2CCN(C(=O)c3cc4cc(C)ccc4nc3C)CC2)cc1
  LDHA block: 7

> COC(=O)C1=C(C)NC(=O)C1(NC(=O)c1cccc(C)c1)C(F)(F)F (configuration not stated)
  LDHA block: 10

> O=C(CN1CCN(C(=O)c2ccc3ccccc3n2)CC1)NC1CC1
  LDHA block: -3

> N#Cc1cccnc1NCCNc1cc(Cl)nc(N)n1
  LDHA block: 4

> O=C(NCc1ccccc1)C1C(c2ccc3c(c2)OCO3)=Nc2ccccc2N1C(=O)c1cccc2ccccc12 (configuration not stated)
  LDHA block: -11

> CC(C)c1cc(Cn2c3ccccc3c(=O)n2C(C)Cn2cc(CCCC#N)nn2)on1 (configuration not stated)
  LDHA block: -7

> CCC(=O)N1CCN(c2oc(/C=C/c3ccc(Cl)cc3)nc2C#N)CC1
  LDHA block: -9

> COC(=O)CCCCCNC(=O)C(SCc1ccccc1)C(C)C (configuration not stated)
  LDHA block: 0
